miR-122 sensor – miR-122 Renilla sensor signal increase in Huh7, primary screen, miR-122 inhibitor project, cell-based, single point, plate reader; AID 602342, 2012; activation (reporter increase), % at 12.5 µM; Huh7 miR-122 Renilla luciferase sensor, 48 h; neutral wells = 0, positive control = 100; actives 0.3% (n = 340,000);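 active means mean replicate activation score at least 90 and every replicate individually at or above 90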;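 further: higher luciferase means less miR-122 activity so hits act as miR-122 inhibitors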
GSIS activator – GLuc luminescence reporter in INS-1E cells, primary screen for activators of glucose-dependent secretion of insulin; INS-1E GLuc reporter insulin secretion, 2-3 h; activation, % at 16.6 µM; actives 0.61% (n = 370,000); AID 743287, 2014;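 active means lowest replicate activation of at least 40%, so every replicate reaches that level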;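 further: 0% = median of neutral control wells and 100% = median of IBMX positive control wells; some compounds called inactive have numbers as strong as hits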
C2C12 statin – suppressors of statin myotoxicity in C2C12 myotubes, primary screen, cell-based, single point, plate reader | C2C12 myotubes + simvastatin, ATP luminescence, 48 h; scaled: DMSO 0, geranylgeraniol control 100 | actives 0.78% (n = 330,000) | rescue of ATP level, % at 7.49 µM | AID 602340, 2012;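 active means mean ATP rescue above about 67%, or every replicate alone reaching that limit, limit read from the data, passing the limit was not always enough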;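 further: myotubes were challenged with 10 µM simvastatin during compound exposure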
FN deposition inh – inhibitors of fibronectin matrix deposition, primary screen, AH1F cells, Alexa488-fibronectin fluorescence, plate reader | AH1F fibroblasts, overnight | inhibition, % at 12.6 µM | actives 0.086% (n = 350,000) | AID 743247, 2014;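 active means mean inhibition across replicates of 30% or more, regardless of how many single replicates reach that level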;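 further: positive control wells lacked labelled fibronectin entirely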
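Material: AH1F fibroblast monolayer depositing Alexa488-labelled fibronectin into matrix / Amount: 10000 AH1F cells per well / Signal: fluorescence 485/525 nm / Medium: DMEM, 2% serum / Compound: single dose, pinned / Incubation: 1 h cell adhesion before compound, then overnight fibronectin incubation / Reagent: Alexa488-FN, 24 nM final / Read-out: inhibition of fibronectin deposition signal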
PglD DTNB – C. jejuni PglD acetyltransferase inhibitors, primary screen, biochemical, DTNB colorimetric, single point; purified PglD enzyme, DTNB colorimetric CoA detection; inhibition, % at 12.5 µM; actives 0.098% (n = 360,000); AID 602405, 2012; in the data active means inhibition above about 16%, passing the limit was not always enough; further: strong numbers were not always called active
Cneo AK release – Cryptococcus neoformans cell lysis inducers, primary screen, AK release luminescence, single concentration; C. neoformans lysis, adenylate kinase release luminescence, 4 h; normalised: neutral wells 0, clomiphene wells 100; lysis activity, % at 15 µM; actives 0.2% (n = 360,000); AID 651654, 2012;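 active means mean lysis activity across replicates of at least 80%, whatever share of replicates individually reach that level; inactive means mean lysis activity below 80%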
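Assay system: Cryptococcus neoformans yeast cells / Dosing: single-point compound dose / Timing: 4 h at 37 °C static, read 1 h later / Measured by: luminescence of released adenylate kinase using an AK detection reagent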
F508del corr – F508del CFTR correction, initial screen, CFBE line, single point; activity (quench increase), % at 7.58 µM; actives 0.36% (n = 350,000); CFBE cells, YFP halide quenching; stimulated with forskolin plus potentiator P3; % fluorescence drop versus neutral controls;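 active means mean added fluorescence quench of at least 8% versus neutral control, with both replicates also reaching 8%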;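 further: cells transiently co-express mutant CFTR-F508del with the halide-sensitive YFP; corrector assay measuring rescue of mutant channel to the surface after 24 h compound exposure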
PGC1a acetyl inh – inhibitors of PGC1a acetylation signal, primary screen, cell-based, U2OS, AlphaScreen, inhibitor mode | AlphaScreen anti-acetyl-lysine; with virally co-expressed GCN5 acetyltransferase | inhibition, % at 15.6 µM | actives 0.17% (n = 350,000);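 active means every replicate shows inhibition of at least 40%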;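 further: 0% = neutral control wells and 100% = positive control wells; some results beyond the cut were filed as inactive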
* hit, by the source's call; x = not tested or not shown; [ ] = remark or other dose.

SMILES	miR-122 sensor	GSIS activator	C2C12 statin	FN deposition inh	PglD DTNB	Cneo AK release	F508del corr	PGC1a acetyl inh
COC(=O)C[C@@H]1CC[C@@H]2[C@H](COc3ccc(NC(=O)Nc4ccc(Cl)cc4)cc3C(=O)N2C)O1	20[16.7 µM]	-7	20	-25	-4	8	5.0	4
O=C(CCN1C(=O)C2C3CCC(C3)C2C1=O)Nc1ccc(Br)cc1 (stereo not given)	-8	8	-18	5	-1	5	x	17
CCn1c(-c2cc(-c3ccc(OC(C)C)cc3)nc3ccccc23)n[nH]c1=S	4	x	1	x	0	-15	2.4	14
O=C(NCC12CC3CC(C1)CC(CNC(=O)N1CCCC1)(C3)C2)N1CCCC1	-5	-3	-5	-1	x	x	x	13
CN1C(=O)c2cc(NS(=O)(=O)c3ccc(Cl)cc3)ccc2OC[C@@H]2O[C@@H](CC(=O)N3CCc4ccccc4C3)CC[C@@H]21	0[16.7 µM]	-16	40	-6	2	-2	-2.2	-2
COc1ccc(C2Nc3ccccc3NC3=C2C(=O)CC(C)(C)C3)c(OC)c1OC (stereo not given)	-4	x	8	19	-2	-4	0.1	14
CN(C)C(=O)CSc1nnc(-c2cccnc2)n1-c1ccccc1	-5	-2	3	0	-1	0	2.2	6
CCOC(=O)c1cnc2c(-c3ccccc3)cnn2c1N	0	x	-18	-1	-3	-2	x	22
O=C(CCN1C(=O)C2C3C=CC(C3)C2C1=O)N1CCN(c2cccc(Cl)c2)CC1 (stereo not given)	-11	x	-5	x	-6	2	x	5
O=C(O)CSc1nc(C(F)(F)F)cc(=O)n1-c1ccccc1	-2	x	5	-1	4	-3	x	15
CCOC(=O)C(C)NC(=O)C(NC(=O)C1CCC(CC)CC1)C(C)C (stereo not given)	-3	x	-25	-6	-6	5	x	-5
CC(C)(C)OC(=O)NCCNC(=O)c1cccs1	0	-6	4	-13	-3	4	-0.2	-10
Cc1ccc(C(=O)Nc2ncc3c(n2)CC(c2ccco2)CC3=O)cc1 (stereo not given)	-5	-5	-3	-5	-2	0	x	-4
CCOc1c(Cl)cc(CNC(C)(C)CC(C)(C)C)cc1OC	4	x	-14	6	x	x	x	-7
COc1ccc(Cn2cc3c(-c4ccc(F)cc4)nnc-3c3cc(OC)c(OC)cc32)cc1	5	x	-20	-16	3	-2	-0.8	16
CC(C)[C@H](NS(=O)(=O)c1ccc(Cl)cc1)C(=O)OCC(=O)NCCN1C(=O)CSC1=O	-3	8	x	5	-2	4	-1.8	0
CCOc1cc(C(=O)CCC(=O)OCC(=O)Nc2ccc(C)c(S(=O)(=O)N(C)C)c2)ccc1O	32	7	5	-10	-2	-8	0.2	7
O=C(Nc1ccc2c(c1)OCO2)c1ccc(Cl)s1	60	7	-12	1	0	-3	x	4
O=C1CC(=O)NC(SCC(=O)Nc2ccccc2[N+](=O)[O-])=N1	x	40	13	-4	3	1	0.4	x
COc1cc(C(=O)Nc2ccc3c(c2)CCCN3C(=O)c2ccco2)c([N+](=O)[O-])cc1OC	x	6	-14	-8	2	1	0.8	x
COC(=O)Cn1ccc2cc(S(=O)(=O)N3CCCCC3)ccc21	-1	3	-10	0	6	-1	-2.2	-8
Cc1ccc(S(=O)(=O)N(C)C[C@@H]2OCCCC[C@H](C)Oc3ccc(NC(=O)Nc4c(C)noc4C)cc3C(=O)N([C@@H](C)CO)C[C@@H]2C)cc1	-8[16.7 µM]	-18	x	8	-1	3	1.0	13
CCN(Cc1ccccc1)S(=O)(=O)c1ccc(C(=O)Nc2nnc(-c3ccccc3OC)o2)cc1	0	5	5	0	1	-2	x	-6
Cc1cc(C)cc(N2C(N)=NC(N)=NC2c2ccccc2F)c1 (stereo not given)	x	18	-5	0	3	2	1.0	x
CC(=O)Nc1cccc(/C(C)=N/NC(=O)c2cccs2)c1	6	9	x	-3	x	0	x	-20
COc1ccc(CN2CCN(C(=O)CCC(=O)c3ccc(C)s3)CC2)cc1OC	-1	2	0	-3	-7	-1	0.0	0
Cc1cc(NS(=O)(=O)c2cc(Cl)sc2Cl)no1	6	0	2	2	-5	-1	1.0	-5
CNC(=O)C[C@H]1CC[C@@H]2[C@@H](COc3ccc(NC(=O)c4ccc(OC)cc4)cc3C(=O)N2C)O1	3[16.7 µM]	5	-10	-6	2	-11	-1.9	1
COc1ccc(Br)cc1CNC(=O)Cn1nc(C)n2cccc2c1=O	5	1	-3	7	2	-7	1.1	9
CCCC(=O)Nc1ccc2c(c1)C(=O)N(C)C[C@H](OC)[C@H](C)CN(Cc1ccncc1)[C@@H](C)CO2	-5[16.7 µM]	-2	3	-2	x	x	-1.1	32
CC1Cc2cc(/C(O)=C3/C(=O)C(=O)N(CCN4CCOCC4)C3c3ccc([N+](=O)[O-])cc3)ccc2O1 (stereo not given)	x	-11	7	14	2	3	2.2	x
Cc1cc2ncn(CCOc3ccccc3)c2cc1C	-3	x	3	x	-2	19	x	4
O=C(CSc1nnc(-c2cccnc2)o1)NNC(=O)c1ccc(Br)cc1	-6	-5	5	-2	x	x	3.2	0
COc1cccc(Cn2c(=S)[nH]c3ccc(N4CCOCC4)cc3c2=O)c1	5	x	-9	7	-6	0	x	-4
CCNC(=S)N1CCc2ccccc2C1	-1	5	x	-11	x	x	1.0	-10
Cc1cc(C)c2c(=O)[nH]n(C3CCOC(C)(C)C3)c2n1 (stereo not given)	2	9	1	10	0	5	-0.7	2
CCOC(=O)C1CCN(C(=O)c2ccc3c(=O)n4nc(Nc5ccccc5OC)sc4nc3c2)CC1	-6	1	-2	-8	-4	0	-1.5	-13
CCOC(=O)C1=C(C)N(C)C(=O)NC1c1cccc(O)c1 (stereo not given)	-3	x	-5	x	-1	1	x	-1
O=C(Cc1cc(=O)[nH][nH]1)N/N=C/C=C/c1ccccc1	x	12	17	x	2	-2	x	x
CCCC(O)C#Cc1cnc2c(c1)C(=O)N([C@H](C)CO)C[C@H](C)[C@H](CN(C)S(=O)(=O)c1cn(C)cn1)O2 (stereo not given in full)	5[16.7 µM]	27	-13	3	-2	47	1.1	1
Cc1nc2ccc(N=NC3=C(O)CCCC3=O)cc2s1	-3	x	-4	-3	4	3	x	14
C[C@@H]1CN([C@@H](C)CO)S(=O)(=O)c2ccc(Br)cc2O[C@@H]1CN(C)CC1CC1	-5[16.7 µM]	13	9	-2	x	x	-1.7	-11
c1ccc(CN2CCN(c3nc(NCc4ccco4)c4ccccc4n3)CC2)cc1	10	-21	-21	x	1	4	x	-13
C[C@@H]1CN([C@@H](C)CO)C(=O)Cc2cc(NC(=O)Nc3ccccc3)ccc2O[C@@H]1CN(C)Cc1ccc(C(=O)Nc2ccccc2N)cc1	0[16.7 µM]	-12	-42	x	0	51	-6.5	-4
COCCNC(=O)c1csc(Nc2cccc3ccccc23)n1	4	x	-8	-5	-8	1	-2.3	6
COc1ccc(S(=O)(=O)Nc2ccc3c(c2)C(=O)N([C@H](C)CO)C[C@@H](C)[C@@H](CN(C)Cc2ccc(C(F)(F)F)cc2)OCCCC[C@H](C)O3)cc1	4[16.7 µM]	-9	x	8	-1	1	4.9	4
COc1ccc(-c2cn3cc(C)ccc3n2)cc1F	-4	16	-12	0	-1	-11	0.7	-17
C[C@H](CO)N1C[C@H](C)[C@@H](CN(C)S(C)(=O)=O)OCCCC[C@H](C)Oc2ccc(NS(=O)(=O)c3cn(C)cn3)cc2C1=O	2[16.7 µM]	25	x	x	0	2	-0.9	-5
COc1ccc(CCNC(=O)CSc2ccc(-c3cccs3)nn2)cc1OC	-9	19	4	x	1	0	1.4	-11
C[C@@H]1CN([C@@H](C)CO)S(=O)(=O)c2ccc(C3=CCCC3)cc2O[C@@H]1CN(C)C(=O)c1cnccn1	-14[16.7 µM]	5	-19	-4	x	x	-2.8	-4
Cc1cc(-c2ccc(Cl)cc2)c(C#N)c(N)n1	-4	13	2	x	-6	-1	3.6	6
O=C1N/C(=C\c2ccsc2)C(=O)N1Cc1ccc(F)cc1	-5	x	x	-3	-4	7	1.0	3
CCCOc1ccc(N2C(=O)CC(N3CCC(C(=O)OCC)CC3)C2=O)cc1 (stereo not given)	-8	2	5	x	1	0	x	0
CCc1c(C)nc2ncnn2c1N1CCC(C(=O)Nc2ccc(C)cc2)CC1	-8	7	6	3	2	-1	x	-3
CCOc1c(Cl)cc(C2NC(=O)NC(C)=C2C(=O)NCc2ccccc2)cc1OC (stereo not given)	-5	x	-23	x	-3	-8	x	-10
CC(C)=CCC/C(C)=C/CC/C(C)=C/CC/C(C)=C/CC1=C(C)C(=O)c2ccccc2C1=O	1	x	0	4	-5	-1	-2.8	x
Cc1cccc(NC(=O)CCS(=O)(=O)c2ccc3c(c2)NC(=O)CS3)n1	-5	-3	6	6	0	2	1.0	-9
COc1ccc(C(CNC(=O)C(CCSC)NC(=O)c2ccccc2Cl)N2CCOCC2)cc1 (stereo not given)	-2	-11	0	-1	-4	-1	1.7	x
COC(=O)C[C@@H]1C[C@H]2c3cc(NC(=O)Nc4ccc(OC)cc4)ccc3O[C@H]2[C@H](CO)O1	3[16.7 µM]	-8	4	-1	2	-2	0.0	-13
CCCOc1ccc(C(=O)NNC(=O)CCNC(=O)c2ccccc2Cl)cc1OC	x	25	0	-1	0	2	-2.4	x
CN(CC(=O)NCCc1ccc(S(N)(=O)=O)cc1)CC(=O)Nc1ccc(F)c(F)c1F	x	0	-1	-4	0	-3	2.1	0
Cc1ccccc1-c1cccc([C@@H]2C[C@H]3[C@H](CON3C)CN2S(=O)(=O)c2ccccc2C)c1	-2	-5	-1	-4	1	9	1.1	6

Of the compounds above, these have a thiophene ring, fused or not:
SMILES	miR-122 sensor	GSIS activator	C2C12 statin	FN deposition inh	PglD DTNB	Cneo AK release	F508del corr	PGC1a acetyl inh
CC(C)(C)OC(=O)NCCNC(=O)c1cccs1	0	-6	4	-13	-3	4	-0.2	-10
O=C(Nc1ccc2c(c1)OCO2)c1ccc(Cl)s1	60	7	-12	1	0	-3	x	4
CC(=O)Nc1cccc(/C(C)=N/NC(=O)c2cccs2)c1	6	9	x	-3	x	0	x	-20
COc1ccc(CN2CCN(C(=O)CCC(=O)c3ccc(C)s3)CC2)cc1OC	-1	2	0	-3	-7	-1	0.0	0
Cc1cc(NS(=O)(=O)c2cc(Cl)sc2Cl)no1	6	0	2	2	-5	-1	1.0	-5
COc1ccc(CCNC(=O)CSc2ccc(-c3cccs3)nn2)cc1OC	-9	19	4	x	1	0	1.4	-11
O=C1N/C(=C\c2ccsc2)C(=O)N1Cc1ccc(F)cc1	-5	x	x	-3	-4	7	1.0	3
